Assay outcomes deposited in PubChem BioAssay by several laboratories.
Autophagy HCS = alters autophagy in cells | MEF GFP-LC3 puncta imaging; test concentration mostly 10 µM | calls only at 10 µM (by protocol) | 190,000 tested, 0.98% active | AID 463193;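 active = percentage of spot-positive cells more than 3 SD above its plate mean, without a fluorescence outlier flag or 80% toxicity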;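 also: spot-positive cell cutoff set from DMSO-treated cells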
Hep lipid drop = hepatic lipid droplet formation modulation; AML12 mouse hepatocytes, oleate lipid droplets, BODIPY imaging; inhibition, % at 6.5 µM; 240,000 tested, 0.4% active;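 active = lipid droplet intensity inhibited by at least 50%, with more than 500 cells counted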
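Assay system: AML12 mouse liver cells | Compound dosing: One dose, 6.5 µM compound | Read-out basis: Droplet intensity reduction, % inhibition | Measured by: Fluorescence imaging, 20x objective, two fields per well | Schedule: Overnight treatment with compound plus oleate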
CSM14.1 death rescue = rescue of cells from ER stress-induced death, primary screen, 384-well, CSM14.1, thapsigargin, ATP luminescence (AID 1222). CSM14.1 thapsigargin-induced death rescue, ATP luminescence; higher % means a stronger effect. cellular ATP content (survival), % at 20 µM; hits with a dose series show EC50 in µM. 190,000 tested, under 10 active;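 active = EC50 below 50 µM in the dose-response confirmation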;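 also: death triggered by thapsigargin at about 15 µM added after 2 h compound pretreatment; cell ATP read after overnight thapsigargin exposure of roughly 18 to 22 hours; normalized against plate controls of thapsigargin alone and 5% DMSO vehicle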
T cell modulator = T cell immune modulators affecting CD8 T cell-vesicle binding. 330,000 tested, 0.068% active. 2C CD8+ T cell-vesicle binding, flow cytometry; hits give low values. calls only at 7 µM;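 active = response, share of CD8 T cells binding vesicles, and their 90th percentile fluorescence all below set limits, cut at about 80% in these data, passing the limit was not always enough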
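Test system: purified 2C TCR transgenic mouse naive CD8+ T cells. Probe or stimulus: QL9-peptide-loaded Drosophila micro-vesicles bearing Ld, ICAM-1 and B7-1. Incubation: binding step 1.5 h, 37 °C, antibody labelling 20 min, ice. Measured by: flow cytometry of vesicle-bound cells.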
Salmonella PhoP GFP = PhoP-dependent GFP reporter repression – Salmonella Typhimurium, primary screen (AID 1863); 300,000 tested, 0.16% active; S. Typhimurium PhoP-regulated promoter GFP reporter, 4 h; higher % means a stronger effect; inhibition, % at 50 µM, or IC50 in µM where a hit was titrated;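 active = inhibition over 29.93%, a cutoff 3 SD above the screen mean, later confirmed by dose response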;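 also: 0% = low Mg2+ inducing control and 100% = high Mg2+ repressing control; strong numbers were not always called active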
MT stabilizer = microtubule stabilizers in HeLa cells; HeLa tubulin immunostaining HCS, 24 h; share of cells brighter than vehicle mean+2SD; % tubulin-high responders, % at 10 µM; 200,000 tested, 0.83% active;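 active = plate Z-score above 3 for both tubulin-high and condensed-nucleus cell shares, with cell loss under 80%, at 10 µM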;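 also: anti alpha tubulin signal scored within the nucleus-defined area of each cell; some results filed as inactive read as strong as hits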
Dynein transport = dynein cargo transport inhibition | z-score, hits read low | 3617.4 mouse cells, GR-EGFP nuclear translocation imaging; test concentration mostly 20 µM; stimulated with dexamethasone, 1 µM; hits give low values | 220,000 tested, 0.47% active | AID 1381;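 active = plate z-score of nuclear minus cytoplasmic receptor signal below a set negative limit, without overly bright fluorescence or cell loss, cut at about -3.5 in these data, passing the limit was not always enough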;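 also: z-score of nuclear minus cytoplasmic ring GR-EGFP intensity difference per well; some compounds called inactive have numbers as strong as hits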
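Buffer or medium: tet-free, stripped-serum medium; reagent: dexamethasone at 1.0 µM final, 30 min; incubation: 48 h induction, 1 h compound, 30 min dex at 37 °C; measured by: formaldehyde fixation, Hoechst nuclear stain, 10x automated fluorescence imaging; read-out: nuclear-to-cytoplasmic GR-EGFP distribution per well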
Ins promoter up = MIN6 insulin promoter up-regulation | MIN6 insulin promoter-GFP reporter, high-content imaging; hits give high values | z-score at 5 µM | 190,000 tested, 0.3% active | AID 1625;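 active = z-score above 3 at 5 µM with at least 500 cells counted in the well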
bCat nuc transl = alters nuclear translocation of beta-catenin in HeLa cells; 190,000 tested, 0.3% active; nuclear translocation activity, % at 5 µM; immunofluorescence imaging; AID 1665;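 active = nuclear translocation activity above 50% at 5 µM, with a well cell count of 50 or more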;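 also: per-cell ratio of nuclear to cytoplasmic median beta-catenin stain intensity; plate controls were DMSO negative control for no effect and GSK-3 inhibitor IX positive control for full effect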
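Signal – beta-catenin immunofluorescence imaging with DAPI · Test system – human HeLa cell line · Dosing – 5 µM primary single dose, 0.1% DMSO, 0.02–20 µM confirmation series · Measure – % activation, nuclear-to-cytoplasmic median beta-catenin signal ratio per cell · Incubation – 24 h compound exposure at 37°C, 5% CO2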
Dynein transport cytoplasmic EGFP = recorded beside Dynein transport, whose call it bears; z-score; measured here: cytoplasmic GR-EGFP intensity; hits give high values
Dynein transport nuclear GR-EGFP = recorded beside Dynein transport, whose call it bears; z-score; measured here: nuclear GR-EGFP intensity;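 lower value marks the stronger effect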
Dynein transport cell count = recorded beside Dynein transport, whose call it bears; z-score; measured here: cell count per field
Ins promoter up cell count = further read-out of Ins promoter up, marked with its call; cell count; measured here: cytotoxicity, nuclei count;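 total cells summed across four imaged fields per well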
Hep lipid drop cells 6.5 µM = recorded beside Hep lipid drop, whose call it bears; cell count; measured here: cell count, cytotoxicity flag;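 cells counted across two imaged fields per well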
bCat nuc transl cell count 5 µM = also measured in bCat nuc transl; calls as there; cell count; measured here: cell count, cytotoxicity flag
T cell modulator vesicle-bound % = further read-out of T cell modulator, marked with its call; double positive events, %; measured here: CD8+ vesicle-bound cell fraction;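 binding gate set so that unloaded-vesicle control wells show 10% double positive cells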
MT stabilizer Hoechst-high % = recorded beside MT stabilizer, whose call it bears; % Hoechst-high responders; measured here: nuclear condensation Hoechst responders;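 share of cells brighter than vehicle mean plus two SD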
MT stabilizer cytotoxicity % = further read-out of MT stabilizer, marked with its call; toxicity, %; measured here: cytotoxicity by cell density;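 0% = mean cell density of plate MIN control wells and 100% = no cells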
Autophagy HCS cell loss 18 h = further read-out of Autophagy HCS, marked with its call; toxicity, %; measured here: cell loss, nuclei count;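 cell loss after 18 h compound exposure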
* = called active by the depositor; i = inactive; . = not tested or not shown; + = active, no number. Hits appear at their usual frequency; 3% or so of the library scored in one or more.

SMILES	Autophagy HCS	Autophagy HCS cell loss 18 h	Hep lipid drop	Hep lipid drop cells 6.5 µM	CSM14.1 death rescue	T cell modulator	T cell modulator vesicle-bound %	Salmonella PhoP GFP	MT stabilizer	MT stabilizer Hoechst-high %	MT stabilizer cytotoxicity %	Dynein transport	Dynein transport cytoplasmic EGFP	Dynein transport nuclear GR-EGFP	Dynein transport cell count	Ins promoter up	Ins promoter up cell count	bCat nuc transl	bCat nuc transl cell count 5 µM
Cc1cc(C)c(C#N)c(SCC(=O)NC2CC2)n1	i	11.1	.	.	-0.9%	i	37.7	2.4%	5.9	1.2	7.9	0.642	0.114	1.17	-1.14	0.94	1122	-7.8	882
Cc1[nH]c2c(C)cccc2c(=O)c1Br	i	-6.2	10.4	699	.	i	40.0	13.1%	4.6	2.6	2.5	-0.0279	-0.253	0.262	0.861	-0.19	1143	.	.
CCOC(=O)c1c(C)[nH]c(C(=O)CSc2nnc(C3CC3)n2N)c1C	i	-3.4	1.7	754	-3.7%	i	32.4	9.0%	4.0	2.5	8.0	1.73	-0.239	0.914	-0.0128	0.15	954	1.7	1112
O=C(NCc1ccccc1Cl)C(=O)NCC(c1ccco1)N1CCOCC1 (stereo unspecified)	i	2.3	-0.8	705	.	i	47.6	-2.3%	2.2	2.6	2.2	1.04	-0.327	0.326	-0.682	-0.11	1291	-0.5	1148
O=S(Cc1cc(Sc2ccccc2)nc(-c2ccccc2)n1)c1ccccc1 (stereo unspecified)	i	8.3	-1.1	736	0.3%	i	41.0	14.0%	2.0	2.2	11.1	1.12	0.143	0.481	0.0256	-0.45	903	-2.9	1141
O=S(=O)(Cc1cc(N2CCOCC2)nc(-c2ccccn2)n1)c1ccccc1	i	19.5	-9.8	691	-1.2%	i	59.2	6.5%	2.2	1.5	8.0	-0.813	-0.18	-0.474	0.733	-1.25	960	0.7	1038
CCNc1nnc(-c2ccccc2OC)s1	i	-3.9	.	.	-0.1%	i	27.2	1.9%	1.5	1.1	7.5	-0.303	-0.228	-0.318	0.368	0.05	1277	-6.2	985
O=C(O)C1CCN(C(=O)Cc2ccccc2)CC1	i	0.6	-1.0	650	-1.8%	i	20.8	-1.3%	1.5	2.2	4.0	-0.202	-0.293	-0.189	0.415	.	.	-1.0	1612
CN1CCN(c2oc(Cc3cccc4ccccc34)nc2C#N)CC1	.	.	2.4	673	.	i	30.3	7.3%	.	.	.	0.678	-0.119	0.244	-1.47	-0.12	1036	-0.4	1340
CCOC(=O)Cc1csc(NC(=O)/C=C/c2ccco2)n1	.	.	-0.6	634	.	i	15.9	-4.2%	.	.	.	0.165	-0.497	0.312	-0.706	0.89	873	-0.3	1293
Oc1cccc(/C=N\Nc2nncc(-c3ccccc3)n2)c1	i	1.5	-2.8	616	-2.9%	i	33.5	1.1%	0.7	1.2	4.1	0.0893	-0.229	-0.227	0.262	1.17	1454	1.0	1493
Cc1ccc(NC(=O)Cn2cnc3sc(C(=O)NCc4ccco4)c(C)c3c2=O)cc1Cl	i	0.7	-0.6	782	-0.8%	i	1.1	7.7%	1.2	0.8	7.7	1.11	0.00787	0.243	0.134	-0.51	824	.	.
COc1ccc(-c2c(C(F)(F)F)[nH]n3c(=O)cc(-c4ccccc4)nc23)cc1	.	.	-7.7	679	.	i	19.8	-7.4%	.	.	.	-0.529	-0.222	0.128	0.981	-0.61	1224	-0.2	1281
CCCc1nn(C)c(C(=O)Nc2ccc3ccccc3c2)c1Cl	i	-4.5	-20.0	674	0.4%	i	45.9	10.6%	6.1	3.4	13.3	1.26	3.36	0.753	-1.44	-0.31	1284	5.7	543
O=[N+]([O-])c1ccc2c(c1)C=C1CCCCC1(N1CCCCC1)O2 (stereo unspecified)	i	12.5	-5.4	688	-0.1%	i	42.2	6.0%	2.0	1.9	2.3	-0.818	-0.249	-0.793	1.07	-0.66	1489	-1.7	1082
Cc1nn(CC(=O)N(C)Cc2ccc(F)cc2)c(C)c1[N+](=O)[O-]	i	-16.3	-13.8	622	-0.2%	i	37.8	-7.5%	3.2	2.7	11.5	0.0332	-0.274	0.0926	1.56	0.9	1196	-0.7	1004
CC1(C)NC(=O)N(CC(=O)OCC(=O)Nc2cccc(F)c2)C1=O	i	-12.5	-2.3	803	-4.6%	i	27.1	-3.1%	0.7	1.3	9.1	-1.08	-0.37	-0.3	1.06	.	.	-2.5	1185
O=[N+]([O-])c1c(NCc2ccccc2)cc(N2CCc3ccccc3C2)c2nonc12	i	7.8	7.0	666	-0.9%	i	31.2	-10.4%	3.9	1.7	9.6	-0.832	0.53	-0.403	0.134	0.13	1490	0.6	1089
CCC(C)n1nnc2c(=O)oc3ccccc3c21 (stereo unspecified)	i	5.4	.	.	0.1%	.	.	3.9%	1.1	1.7	5.9	0.353	-0.124	-0.0897	0.183	0.19	1537	0.8	1365
Cc1nc2ccccc2c2c1C(=O)NC2=O	.	.	-4.5	712	.	i	23.5	-5.1%	.	.	.	-1.27	-0.204	-0.207	0.461	-0.42	1090	-1.0	1299

Ordered by SMILES length (descending): part of the list above
SMILES	Autophagy HCS	Autophagy HCS cell loss 18 h	Hep lipid drop	Hep lipid drop cells 6.5 µM	CSM14.1 death rescue	T cell modulator	T cell modulator vesicle-bound %	Salmonella PhoP GFP	MT stabilizer	MT stabilizer Hoechst-high %	MT stabilizer cytotoxicity %	Dynein transport	Dynein transport cytoplasmic EGFP	Dynein transport nuclear GR-EGFP	Dynein transport cell count	Ins promoter up	Ins promoter up cell count	bCat nuc transl	bCat nuc transl cell count 5 µM
COc1ccc(-c2c(C(F)(F)F)[nH]n3c(=O)cc(-c4ccccc4)nc23)cc1	.	.	-7.7	679	.	i	19.8	-7.4%	.	.	.	-0.529	-0.222	0.128	0.981	-0.61	1224	-0.2	1281
O=[N+]([O-])c1c(NCc2ccccc2)cc(N2CCc3ccccc3C2)c2nonc12	i	7.8	7.0	666	-0.9%	i	31.2	-10.4%	3.9	1.7	9.6	-0.832	0.53	-0.403	0.134	0.13	1490	0.6	1089
Cc1nn(CC(=O)N(C)Cc2ccc(F)cc2)c(C)c1[N+](=O)[O-]	i	-16.3	-13.8	622	-0.2%	i	37.8	-7.5%	3.2	2.7	11.5	0.0332	-0.274	0.0926	1.56	0.9	1196	-0.7	1004
O=[N+]([O-])c1ccc2c(c1)C=C1CCCCC1(N1CCCCC1)O2 (stereo unspecified)	i	12.5	-5.4	688	-0.1%	i	42.2	6.0%	2.0	1.9	2.3	-0.818	-0.249	-0.793	1.07	-0.66	1489	-1.7	1082
CC1(C)NC(=O)N(CC(=O)OCC(=O)Nc2cccc(F)c2)C1=O	i	-12.5	-2.3	803	-4.6%	i	27.1	-3.1%	0.7	1.3	9.1	-1.08	-0.37	-0.3	1.06	.	.	-2.5	1185
CCCc1nn(C)c(C(=O)Nc2ccc3ccccc3c2)c1Cl	i	-4.5	-20.0	674	0.4%	i	45.9	10.6%	6.1	3.4	13.3	1.26	3.36	0.753	-1.44	-0.31	1284	5.7	543
CCOC(=O)Cc1csc(NC(=O)/C=C/c2ccco2)n1	.	.	-0.6	634	.	i	15.9	-4.2%	.	.	.	0.165	-0.497	0.312	-0.706	0.89	873	-0.3	1293
CCC(C)n1nnc2c(=O)oc3ccccc3c21 (stereo unspecified)	i	5.4	.	.	0.1%	.	.	3.9%	1.1	1.7	5.9	0.353	-0.124	-0.0897	0.183	0.19	1537	0.8	1365

(list continues)
SMILES	Autophagy HCS	Autophagy HCS cell loss 18 h	Hep lipid drop	Hep lipid drop cells 6.5 µM	CSM14.1 death rescue	T cell modulator	T cell modulator vesicle-bound %	Salmonella PhoP GFP	MT stabilizer	MT stabilizer Hoechst-high %	MT stabilizer cytotoxicity %	Dynein transport	Dynein transport cytoplasmic EGFP	Dynein transport nuclear GR-EGFP	Dynein transport cell count	Ins promoter up	Ins promoter up cell count	bCat nuc transl	bCat nuc transl cell count 5 µM
COc1cccc(NC(=O)CC2SC(=Nc3ccccc3)NC2=O)c1 (stereo unspecified)	i	1.5	-1.1	780	-0.8%	i	31.4	4.3%	2.3	2.2	7.9	-0.272	-0.0529	0.176	0.233	0.37	885	.	.
N#C/C(=C\N1CCN(Cc2ccc3c(c2)OCO3)CC1)c1nc2ccccc2s1	+	44.3*	.	.	-1.0%	i	14.3	-2.4%	6.2	3.5	19.8	-1.29	8.28	0.711	0.0425	.	.	-4.6	864
COc1ccc2cc(C(=O)Nc3ccccc3)sc(=O)c2c1OC	i	-3.5	11.4	567	-2.3%	i	40.2	3.3%	4.8	2.4	2.6	1.21	-0.154	0.527	0.157	-0.28	1378	0.0	943
CCOC(=O)c1sc(Nc2nc(C)cc(C)n2)nc1C	.	.	-13.4	712	.	i	8.7	1.2%	.	.	.	0.233	-0.277	-0.299	0.999	-1.3	834	0.6	1204
CCOC(=O)c1c(NC(=S)NC)sc2c1CCCC2	.	.	2.7	624	.	i	59.1	-17.8%	.	.	.	-0.696	-0.265	-0.442	0.326	0.04	1099	-0.9	1239
C/C(=N/O)c1ccc(Oc2cnccn2)cc1	i	-1.9	2.2	696	-0.6%	i	61.3	-2.9%	5.7	2.3	11.8	0.754	-0.214	0.49	-1.08	0.85	1071	-0.6	1008
